Screening results deposited in PubChem by National Center for Advancing Translational Sciences (NCATS).
ERG Ets-DNA blk – ERG Ets/DNA interaction inhibition. fluorescence polarization, His-ERG Ets domain / labelled DNA. 0.028% of 370,000 active. P11308. AID 624246. Potency, µM (series often up to 76.9 µM), for the others: at the highest dose FP activity, negative = inhibition, hits mostly inhibitors; active = well fitted inhibition curve with a large enough effect in the polarisation, with a control signal flat; inconclusive = small, poorly fitted or top-dose-only effect, or effect the other way, or a change in a side signal; inactive = no such curve, though single readings can be large or run the other way; the % refers to the polarisation;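 note: polarization taken with two DNA probes labelled with fluorescein and Texas red; % of control where 0% means no effect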
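His-tagged ERG Ets domain (1 uM in the protein solution; 300mM KCl, 50mM Tris-HCl, 1mM EDTA, 1mM DTT, pH 7.5) received compound, then a probe mix of 5 nM fluorescein-DNA and 100nM Texas-615-DNA. Fluorescence polarization was read for both dyes.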
JMJD2A Tudor – blocks the human JMJD2A Tudor domain; O75164; AlphaScreen JMJD2A-Tudor / H3K4me3 peptide binding; Potency, µM (series often up to 114 µM), inactives show top-dose activity change, negative = inhibition, hits mostly inhibitors; 4.4% of 390,000 active; AID 504339; note: % is set by controls: 0 for no effect and ±100 for the full control effect; nearly all actives have a fitted effect of over 50% in size
12-LOX inh – blocks human arachidonate 12S-lipoxygenase. purified 12hLO, xylenol orange hydroperoxide absorbance. 1.1% of 580,000 active. Potency, µM (highest dose often 108 µM), for the others: at the top dose activity change, negative = inhibition, usual class: inhibitors; note: % is set by controls: 0 for no effect and ±100 for the full control effect
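Purified human 12hLO (150 nM final) in 25 mM Hepes, 0.01% Triton X-100, pH 7.0 was preincubated 15 min at room temperature with compound. Then 40 uM arachidonic acid was added, 30 min. Hydroperoxide was read by Fe-XO absorbance ratio 573/405 nm.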
PGK inhibitor – T. brucei PGK inhibition | PGK/GAPDH coupled, Kinase-Glo luminescence, 60 min | Potency, µM (top dose mostly 57.5 µM), inactives show at the highest dose activity change, negative = inhibition, hits mostly inhibitors | 0.043% of 380,000 active; note: % is set by controls: 0 for no effect and ±100 for the full control effect; nearly all actives have a fitted effect of over 60% in size
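Recombinant glycosomal PGK reaction used 1,3-bisphosphoglycerate generated in-well by GAPDH (100nM final) in 100mM TEA pH 7.6, 5mM MgCl2, 0.01% Tween-20. After 60 minutes at room temperature, ATP was read by Kinase-Glo Plus luminescence end-point.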
GLS inhibitor – blocks human kidney-isoform glutaminase activity; O94925; GLS enzymatic activity, qHTS titration; Potency, µM (highest dose often 45.5 µM), without a hit: at the highest dose activity change, negative = inhibition, actives largely listed as inhibitors; 0.21% of 410,000 active; note: % is set by controls: 0 for no effect and ±100 for the full control effect
Target sequence (O94925 whole entry, looked up, canonical isoform): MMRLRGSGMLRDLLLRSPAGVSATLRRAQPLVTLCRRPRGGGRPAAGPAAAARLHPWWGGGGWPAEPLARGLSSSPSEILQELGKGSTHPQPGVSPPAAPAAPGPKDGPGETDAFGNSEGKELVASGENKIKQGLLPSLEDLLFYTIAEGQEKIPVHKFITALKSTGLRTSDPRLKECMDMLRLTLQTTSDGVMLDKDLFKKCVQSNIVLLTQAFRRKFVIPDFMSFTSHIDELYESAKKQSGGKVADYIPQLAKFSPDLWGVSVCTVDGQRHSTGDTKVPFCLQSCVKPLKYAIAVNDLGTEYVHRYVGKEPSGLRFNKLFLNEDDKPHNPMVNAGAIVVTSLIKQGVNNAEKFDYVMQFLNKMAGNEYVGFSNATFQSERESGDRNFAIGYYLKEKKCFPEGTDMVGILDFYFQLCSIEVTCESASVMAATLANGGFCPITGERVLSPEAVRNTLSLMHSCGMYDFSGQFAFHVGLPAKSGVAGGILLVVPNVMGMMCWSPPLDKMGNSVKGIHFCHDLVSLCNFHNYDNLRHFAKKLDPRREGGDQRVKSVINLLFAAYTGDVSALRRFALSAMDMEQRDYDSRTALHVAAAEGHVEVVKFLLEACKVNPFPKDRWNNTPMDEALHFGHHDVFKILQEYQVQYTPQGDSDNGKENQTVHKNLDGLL
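hKGA in 45 mM KH2PO4 (pH 8.2), 0.02% Tween-20 with compound, then 1mM L-Glutamine (stock as added) plus glutamate oxidase/HRP/Amplex red coupling mix. Fluorescence read initially and after 30 min at RT; signal change reflects glutamate formation.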
Pin1 inhibitor – human Pin1 inhibition; Potency, µM (series often up to 115 µM), inactives show at the top dose activity, negative = inhibition, actives largely listed as inhibitors; Q13526; 0.009% of 390,000 active; AID 504891; Pin1 FP peptide displacement, HiFluor488, 10 min; active = well fitted inhibition curve with a large enough effect in the polarisation, with a control signal flat, not every such curve was filed as active; inconclusive = small, poorly fitted or top-dose-only effect, or effect the other way, or a change in a side signal; inactive = no such curve, though single readings can be large or run the other way; the % refers to the polarisation; note: % is set by controls: 0 for no effect and ±100 for the full control effect
Target sequence (Q13526 whole entry, looked up): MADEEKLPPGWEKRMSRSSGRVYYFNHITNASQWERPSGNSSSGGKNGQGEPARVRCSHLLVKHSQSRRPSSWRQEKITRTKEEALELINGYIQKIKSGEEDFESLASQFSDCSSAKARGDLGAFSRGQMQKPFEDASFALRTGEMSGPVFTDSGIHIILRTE
RGS4 inh – inhibitors of human regulator of G protein signaling 4 | P49798 | Transcreener GDP fluorescence polarization, RGS4-accelerated GTP hydrolysis | Potency, µM (titrated, usually from 114 µM), without a hit: top-dose activity change, negative = inhibition, usual class: inhibitors | 0.039% of 390,000 active | AID 504845; note: % is set by controls: 0 for no effect and ±100 for the full control effect; nearly all actives have a fitted effect of over 75% in size; some results filed as inactive show a strong effect at the top dose
Target sequence (P49798 whole entry, looked up): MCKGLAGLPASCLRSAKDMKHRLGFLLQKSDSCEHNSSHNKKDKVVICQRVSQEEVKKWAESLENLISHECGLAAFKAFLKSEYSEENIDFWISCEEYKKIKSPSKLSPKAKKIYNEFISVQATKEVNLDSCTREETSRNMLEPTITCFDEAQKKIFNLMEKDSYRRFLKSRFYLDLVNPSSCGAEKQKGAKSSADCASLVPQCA
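MLSMR compounds (23 nl, pin-transferred) preincubated 10 min at room temperature with a 500nM (2x) first reagent, then RGS4 at 900nM (2x) plus Transcreener GDP mix added; fluorescence polarization (620/688 nm) read before and after 90 min at 30 °C.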
rTrxR1 inhibitor – blocks rat thioredoxin reductase 1 | Potency, µM (series often up to 114 µM), for the others: at the top dose activity change, negative = inhibition, usual class: inhibitors | 1% of 390,000 active | AID 588453 | O89049 | recombinant rTrxR1, NADPH fluorescence consumption, selenite substrate; note: % is set by controls: 0 for no effect and ±100 for the full control effect; nearly all actives have a fitted effect of over 65% in size
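Rat TrxR1 (90 nM in the dispensed reagent) was pre-reduced with 400 uM NADPH for 5 min at room temperature, then incubated with compound for 15 min. After 400 uM selenite was added, NADPH fluorescence (Ex 340/Em 450 nm) was followed for 8 min.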
HP1b chromo inh – inhibitors of HP1-beta chromodomain binding to methylated histone tails; P83916; AlphaScreen HP1-beta / biotin-H3K9me3 peptide binding; Potency, µM (doses to about 114 µM), inactives show at the top dose activity change, negative = inhibition, hits mostly inhibitors; 0.56% of 390,000 active; note: nearly all actives have a fitted effect of over 70% in size; inactives centre near 23
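Compound inhibition of the preformed complex between 50 nM HP1-beta and 50 nM biotinylated H3K9me3 peptide was read by AlphaScreen. Buffer was PBS pH 7.4 with 0.01% Tween-20. Incubations ran 30 min at room temperature, with 10 ug/mL donor/acceptor beads.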
An asterisk follows results filed as active; i = inactive; ? = inconclusive; / = not tested or not shown; & = joins results of further samples; [ ] = another dose, or the depositor's remark. Unless noted, calls come from the whole dose curve; as a rule, active = well fitted curve in the direction sought with a large enough effect; inconclusive = small, poorly fitted or top-dose-only effect, or another doubt; inactive = no such curve, though single readings can be large; an effect the other way counts as inactive or inconclusive. Potency is the fitted concentration of half-maximal effect. These rows are one share of the data (hit frequency here may not be typical).

SMILES | ERG Ets-DNA blk | JMJD2A Tudor | 12-LOX inh | PGK inhibitor | GLS inhibitor | Pin1 inhibitor | RGS4 inh | rTrxR1 inhibitor | HP1b chromo inh
NNc1nc(-c2ccccc2Cl)nc2ccccc12 | 4% | -36% | -6% | -2% | -10% | -1% | -23% | 36%[2.29 µM] | 23%
CC(=O)Nc1ccc2c(CSc3nnc(-c4cccnc4)n3-c3ccc(C)cc3C)cc(=O)oc2c1 | 2% | -25% | -28% | -5% | -1% | -2% | 3% | -21% | 20%
Cc1ccc2c(c1)nnn2C1CCN(S(C)(=O)=O)CC1 | -5% | -4% | 0% | 4% | 15% | 6% | 6% | 13%[57.1 µM] | 33%[activator]
Cc1ccc(S(=O)(=O)N2CC(C)C(=O)CC2C)cc1 (stereo not given) | 2% | 1% | 7% | 5% | -15% | -12% | 6% | 27% | 2%
COC(=O)C1CCN(C(=O)NC2CC(=O)N(c3ccc4c(c3)OCCO4)C2)CC1 (stereo not given) | -9% | -14% | -22% | -3% | -2% | -4% | 8% | 14% | 8%
CCCCNC1=CC(=O)C(=O)c2ccccc21 | 0% | -20% | ? | -6% | -29% | -2% | -6%[56.9 µM] | 17% | 0%
O=C(C1=C(O)C(=O)N(CCN2CCOCC2)C1c1ccco1)c1cc2ccccc2o1 (stereo not given) | 0% | -4% | -25% | -1% | -2% | 5% | -8% | ? | 54%[activator]
C=CCN(CC=C)C(=S)NC(=O)/C=C/c1ccc(OC)cc1 | -9% | 11%[57.1 µM] | -11% | i | 14% | 1% | -1% | -10% | 22%
CCOc1ccc(N=C2C(=O)N(CN3CCOCC3)c3ccccc32)cc1 | 7% | -35% | -7% | i | -1% | 4% | -9% | 13%[57.1 µM] | -25%
CCCCn1c(N)c(N(CCC(C)C)C(=O)c2ccc3ccccc3c2)c(=O)[nH]c1=O | 15% | -14% | 354%[activator] | -9% | -6% | 1% | 13% | 37%[activator] | 26%
COc1cccc(-c2cc(C(=O)N3CCc4ccccc4C3)no2)c1 | -7% | -3% | ? | -9% | 5% | 43%[activator] | -27% | -7% | 40%[activator]
CCOC(=O)c1c(C)n(C)c2ccc(O)c(CN3CCCCC3)c12 | -18% | -15% | 22% | -6% | 3% | -2% | 16% | -16% | 14%
Cc1cnc(C(=O)OCc2ccc(C#N)cc2)cn1 | -6% | 0% | -1% | i | -1% | -4% | -11% | 10% | 31%
CCc1cc(C(=O)OC)c(N2C(=O)C3C4C=CC(C4)C3C2=O)s1 (stereo not given) | 8% | -13% | 12% | -4% | -3% | -4% | -15% | 13% | 18%
COc1cccc(CN(C)CCCn2ccc(NC(=O)OCc3ccccc3)nc2=O)c1 | -6% | -17% | -24% | -2% | -2% | -4% | 2% | 7% | 39%[activator]
CCOC(=O)C1=C(C)Nc2ccccc2N=C1NC(=O)C(c1ccccc1)c1ccccc1 | -4% | -15% | -4% | -8% | -7% | 50%[activator] | -17% | 1%[57.1 µM] | 22%
NC(=O)c1c(NC(=O)Cn2cnc([N+](=O)[O-])n2)sc2c1CCCC2 | 7% | -18% | -4% | -1% | 18% | -1% | -6% | -4% | 11%[57 µM]
CCCCN(C(=O)c1ccc(Br)o1)C1CCS(=O)(=O)C1 (stereo not given) | -7% | -4% | -4% | 6% | -1% | 13% | -3% | 4%[11.4 µM] | 38%
COc1ccc(C(CNC(=O)c2cccc(S(=O)(=O)N3CCc4ccccc43)c2)N(C)C)cc1 (stereo not given) | 0% | ? | -17% | -6% | -19% | 2% | 12% | 1%[57.1 µM] | 6%
Cc1ccc(OCCn2ncc3ccccc3c2=O)c(C)c1 | -16% | -6% | -13% | -8% | -1% | 8% | 8% | 10% | 55%[activator]
Nc1ccc(C(=O)N/N=C/c2c[nH]c3ccccc23)cc1 | -3% | -20% | 5% | / | 19% | 3% | -22% | -1% | 14%
c1ccc(OCCCc2nc(-c3ccncc3)no2)cc1 | / | 8% | 5% | / | 2% | 2% | 22% | 21% | 20%
COc1cc(NC(=O)COc2ccccc2)ccc1NC(=O)c1ccco1 | 10% | -23% | -11% | -9% | 4% | -3% | -7% | -3%[57.1 µM] | -36%
COc1ccc(/C=C/C(=O)OC(C)CN2CCCCC2)cc1 (stereo not given) | 32%[activator] | -14% | -1% | i | 1% | 2% | 2% | 9% | 25%
COc1ccc(/C=C/C(=O)NC(C)CCc2ccccc2)cc1OC (stereo not given) | 7% | -13% | 2% | -3% | -5% | -2% | -1%[11.4 µM] | -1% | 59%[activator]
COc1ccc(NC(=O)COC(=O)C2CC(=O)N(CCc3ccc(OC)c(OC)c3)C2)cc1Cl (stereo not given) | 0% | 3% | i | -10% | 0% | -1% | -8% | 8% | 33%
O=C1NC(=Nc2ccccc2)SC1Cc1cccc(Cl)c1Cl (stereo not given) | 5% | -4% | -5% | -1% | -2% | 6% | 25% | 3% | -8%
O=C(c1ccc(F)cc1)N1CCN(c2cc(=O)[nH]nc2-c2ccccc2)CC1 | 0% | -5% | 0% | -1% | 8% | -3% | 41% | 29%[57.1 µM] | 19%
CC1(C)C2(C#N)C(N)=NC3(OCCO3)C12C#N (stereo not given) | -4% | 6% | -8% | i | 10% | -1% | 21% | 9%[57.1 µM] | 43%[activator]
O=C(NCc1ccccc1F)C12CC3CC(CC(C3)C1)C2 | -2% | -13% | 116%[activator] | 1% | 9% | 3% | -7% | 23%[11.4 µM] | 15%
COCCn1c(=O)c2c(nc3n2CCCN3CCc2ccc(OC)c(OC)c2)n(C)c1=O | -2% | -23% | -11% | 2% | 0% | 2% | -28%[56.9 µM] | 10% | 58%[activator]
Nc1cccc(-c2cnc3ccccc3n2)c1 | -1% | -13% | -3% | -3% | -3% | -1% | 24% | 5% | 22%
COc1ccc(CCNC(=O)CCSCc2ccccc2F)cc1OC | -10% | -3% | 0% | / | 0% | 3% | 8% | 15% | 34%
O=C(CCc1ccccc1)NC1CCSC1=O (stereo not given) | -3% | -1% | 0% | 10% | -2% | -1% | 12% | 15% | 28%
CC(=O)c1cccc(NC(=O)CCc2nc3sc4c(c3c(=O)[nH]2)CCCC4)c1 | -3% | -14% | -26% | -2% | 2% | 96%[activator] | -25% | -5%[57.1 µM] | 38%
O=C1c2ccccc2C(=O)N1CN(C(=O)c1ccccc1)c1ccc(O)cc1 | -5% | -26% | -4% | / | 4% | -4% | -6% | 25% | 12%
CC(O)c1nc2ccc(C(=O)O)cc2[nH]1 (stereo not given) | -1% | 7% | -27% | 11% | -4% | 3% | 9% | 10% | 26%
Cc1ccc(CNC(=O)c2ccc(CS(=O)Cc3ccccc3Cl)o2)cc1 (stereo not given) | 1% | -8% | 3% | -6% | -2% | 3% | -45% | ? | 44%[activator]
Cc1ccc(NC(=O)C2CCCN(c3nnc(C)c4c(C)n(-c5ccccc5)nc34)C2)c(Cl)c1 (stereo not given) | -2% | ? | -10% | -7% | -2% | 13% | 24% | 32% | 89%[activator]
CC12CCC(=O)CC1CCC1C2CCC2(C)C1CCC2(O)C(=O)CO (stereo not given) | -4% | -7% | -1% | -6% | -3% | 9% | 9% | 9%[57.1 µM] | 22%
Cc1cccc(C)c1NC(=O)C(NC=O)c1ccccc1Cl (stereo not given) | 1% | 0%[57.1 µM] | 4% | -3% | 0% | 3% | 25% | -8% | 30%[activator]
COc1ccc(/C(O)=C2/C(=O)C(=O)N(CC3CCCO3)C2c2cccc(O)c2)cc1 (stereo not given) | -4% | 50µM* | -24% | -5% | 21% | -12% | 32% | -16% | -4%
C/C(=N\NC=O)c1ccncc1 | 6% | 0% | 0% | 0% | 2% | 1% | 13% | 14% | 49%[activator]
CC1(C)CC(=O)C(N=Nc2cc(C(F)(F)F)ccc2Cl)=C(O)C1 | 4% | -35% | -19% | 4% | 1% | -2% | 8% | 19% | 4%
O=S(=O)(Nc1ccc2c(c1)oc1ccccc12)N1CCCC1 | -3% | -5% | -29% | 3% | 1% | ? | -25% | -17% | 34%
O=C(Nc1ccc2oc(-c3ccc4ccccc4c3)nc2c1)c1cccs1 | 3% | -19% | -23%&0% | -3% | 6% | 5% | -13% | 2%[57.1 µM] | 14%
CCN1CCN(CCNC(=O)CCCCCn2c(=O)[nH]c3cc(C(=O)OC)ccc3c2=O)CC1 | -3% | -4% | 0% | i | 1% | 3% | 12% | 0% | 30%
N=c1nc2n(cc1F)C1OC(CO)C(O)C1O2 (stereo not given) | -3% | -16% | -16% | -5% | 0% | -10% | -19% | 10%[11.4 µM] | 23%
O=c1c2ccccc2[nH]c(=S)n1CCCN1CCN(c2ccccc2)CC1 | -4% | -18% | 422%[activator] | -5% | -8% | 1% | 6% | 9% | -5%[57 µM]
O=C(NCc1ccccn1)Nc1ccc(Cl)cc1Cl | -7% | -19% | -2% | 3% | 2% | 5% | 15% | -18% | 47%[activator]
